High-throughput results (PubChem)
TLR9-MyD88 block – inhibitors of TLR9-MyD88 association in cells, primary screen, cell-based, CHO, BLA complementation, fluorescence. Toll-like receptor 9 (Homo sapiens) + Myeloid differentiation primary response protein …. CCF4 FRET ratio. inhibition, % at 4.98 µM. actives 0.21% (n = 340,000). AID 504734, 2011;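 active = inhibition above the mean over all tested compounds plus 3 SD, cut at about 21% in these data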;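 also: 0% = DMSO only wells and 100% = clavulanate BLA inhibitor control wells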
LRH-1 inv ag – LRH-1 (NR5A2) inverse agonists, primary screen, cell-based, luminescence, HEK293T, StAR-luciferase reporter; inhibition, % at 3.6 µM; LRH-1 transfected, 24 h; AID 602396, 2012; actives 0.13% (n = 360,000); Nuclear receptor subfamily 5 group A member 2 (Homo sapiens), O00482;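 active = inhibition above the mean inhibition of all tested compounds plus 3 SD, cut at about 73% in these data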;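 also: 0% = DMSO wells and 100% = reporter-only cells lacking LRH-1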
C8 TRAIL sens – viability loss with TRAIL in NB7+C8 cells, primary screen, TRAIL sensitizer project, cell-based, ATPlite luminescence; actives 1% (n = 360,000); inhibition (viability loss, TRAIL sensitization), % at 10 µM;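 active = compounds causing at least 50% loss of cell viability in the single-dose screen, relative to plate controls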
EBV LMP1 NFkB – EBV LMP1-driven NF-kappaB luciferase reporter inhibitors, primary screen, cell-based, luminescence, single point | inhibition, % at 12.5 µM | LMP1-induced NF-kappaB luciferase reporter cells | AID 504558, 2011 | actives 0.69% (n = 350,000); in the data active = inhibition above about 41%; inconclusive = no clear call, values can overlap the other calls;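 also: 0% = neutral control wells and 100% = reference inhibitor control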
SRC1 inh – SRC1 coactivator transcriptional activity inhibitors, primary screen, cell-based, luminescence; actives 0.12% (n = 360,000); Nuclear receptor coactivator 1 (Homo sapiens), Q15788; HEK293 GAL4-SRC1 luciferase reporter; inhibition, % at 3.6 µM;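 active = inhibition above the campaign mean plus 3 SD, with each screening campaign given its own cutoff, cut at about 60% in these data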;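 also: 0% = DMSO treated cells and 100% = gossypol at 36 µM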
Target sequence (Q15788 whole entry, looked up, the tested form may be a part): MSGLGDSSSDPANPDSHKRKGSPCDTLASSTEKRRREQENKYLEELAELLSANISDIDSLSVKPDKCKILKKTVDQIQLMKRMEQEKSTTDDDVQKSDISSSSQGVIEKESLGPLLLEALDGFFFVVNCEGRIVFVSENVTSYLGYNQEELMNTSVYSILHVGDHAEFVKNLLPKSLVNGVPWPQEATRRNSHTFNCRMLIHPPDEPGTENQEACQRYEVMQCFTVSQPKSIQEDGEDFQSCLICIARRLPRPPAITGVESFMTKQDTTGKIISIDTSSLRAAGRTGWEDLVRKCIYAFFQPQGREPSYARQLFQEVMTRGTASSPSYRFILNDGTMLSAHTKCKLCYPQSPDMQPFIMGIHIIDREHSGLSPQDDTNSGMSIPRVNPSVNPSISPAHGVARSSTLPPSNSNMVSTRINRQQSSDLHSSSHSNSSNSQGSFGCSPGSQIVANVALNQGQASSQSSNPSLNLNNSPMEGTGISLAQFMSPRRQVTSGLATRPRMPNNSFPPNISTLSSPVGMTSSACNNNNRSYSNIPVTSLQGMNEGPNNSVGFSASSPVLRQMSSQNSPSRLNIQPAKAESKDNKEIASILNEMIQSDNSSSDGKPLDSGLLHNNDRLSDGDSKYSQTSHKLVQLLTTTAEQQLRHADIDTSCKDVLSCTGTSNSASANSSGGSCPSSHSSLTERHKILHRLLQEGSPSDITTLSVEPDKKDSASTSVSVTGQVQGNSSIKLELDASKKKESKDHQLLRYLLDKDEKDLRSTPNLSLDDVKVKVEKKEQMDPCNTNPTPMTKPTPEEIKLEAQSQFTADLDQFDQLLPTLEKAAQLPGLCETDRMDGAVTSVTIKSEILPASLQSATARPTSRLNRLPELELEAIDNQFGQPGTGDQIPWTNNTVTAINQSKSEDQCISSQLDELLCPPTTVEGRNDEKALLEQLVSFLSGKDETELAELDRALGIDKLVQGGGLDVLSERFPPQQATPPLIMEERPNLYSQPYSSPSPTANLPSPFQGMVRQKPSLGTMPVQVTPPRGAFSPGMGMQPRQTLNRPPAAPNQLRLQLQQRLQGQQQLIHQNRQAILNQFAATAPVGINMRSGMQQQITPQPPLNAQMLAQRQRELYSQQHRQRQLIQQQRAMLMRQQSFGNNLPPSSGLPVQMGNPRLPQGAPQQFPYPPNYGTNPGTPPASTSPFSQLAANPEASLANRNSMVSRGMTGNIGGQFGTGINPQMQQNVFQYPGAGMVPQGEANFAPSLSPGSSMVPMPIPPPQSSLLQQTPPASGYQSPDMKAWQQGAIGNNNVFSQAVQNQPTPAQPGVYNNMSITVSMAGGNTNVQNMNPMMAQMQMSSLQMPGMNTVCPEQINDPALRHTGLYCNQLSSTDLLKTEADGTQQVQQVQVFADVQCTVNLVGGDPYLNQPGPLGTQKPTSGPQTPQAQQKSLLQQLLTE
NOD2 RIPK2 PPI – NOD2-RIPK2 binding disruptors in cells, primary screen, fluorescence, CHO cells, BLA complementation. actives 0.38% (n = 360,000). inhibition, % at 4.98 µM. CCF4 ratio. AID 624267, 2012. Receptor-interacting serine/threonine-protein kinase 2 (Homo sapiens), O43353; in the data active = inhibition above about 21%;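 also: 0% = vehicle only and 100% = reference blocker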
SRC3 inh – SRC3 coactivator transcriptional activity inhibitors, primary screen, cell-based, luminescence. Nuclear receptor coactivator 3 (Homo sapiens), Q9Y6Q9. HEK293 GAL4-SRC3 luciferase reporter. inhibition, % at 3.6 µM. actives 0.17% (n = 360,000). AID 588352, 2011;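 active = inhibition above a per-campaign cutoff, the mean of all compounds plus 3 SD, cut at about 60% in these data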;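 also: 0% = DMSO-treated cells and 100% = gossypol-treated cells at 36 µM; higher means less SRC3-driven luciferase light from the GAL4 reporter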
Vif imaging – HIV Vif self-association inhibitors, primary screen, imaging, HEK293T, single point; HEK293T cells, Vif self-association by quenched fluorescence, 24 h; inhibition, % at 7.49 µM; actives 0.35% (n = 340,000); AID 602346, 2012; in the data active = inhibition above about 50%, passing the limit was not always enough; inconclusive = no clear call, values can overlap the other calls; inactive = below about 31%; also: some results filed as inactive read as strong as hits
TROY NFkB inh – inhibitors of TROY-driven NF-kB signaling, primary screen, Q293 LMP1-TROYcd cells, NF-kB luciferase, uHTS. Q293 LMP1-TROYcd NF-kB luciferase reporter, 4 h. inhibition, % at 10 µM. actives 0.98% (n = 360,000);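 active = compounds whose plate-normalised and pattern-corrected inhibition of the luciferase reporter signal at the single screening dose is 50% or more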
NR2F2 inh – NR2F2 transcriptional activity inhibitors, primary screen, cell-based, luciferase reporter, HEK293T, luminescence; HEK293T NGFI-A luciferase reporter; COUP transcription factor 2 (Homo sapiens), P24468; inhibition, % at 8.6 µM; actives 0.7% (n = 370,000);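 active = inhibition above a per-plate cutoff, mean inhibition of test wells between control levels plus 3 SD, cut at about 38% in these data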;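 also: cells cotransfected with COUP-TFII expression vector driving the NGFI-A reporter; 0% = median of COUP-TF2 test wells and 100% = reporter-only cells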
NCOA2 inhibitor – inhibition of GAL4-SRC2 driven luciferase reporter, primary screen, SRC2 inhibitor project, cell-based, luminescence. Nuclear receptor coactivator 2 (Homo sapiens), Q15596. HEK293 GAL4-SRC2 luciferase reporter. inhibition, % at 9 µM. actives 0.17% (n = 370,000);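 active = inhibition above the mean inhibition of all tested compounds plus 3 SD, set per campaign, cut at about 52% in these data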;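 also: 0% = DMSO treated cells and 100% = cells given Gossypol at 36 µM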
Active calls of the source: *; ? = inconclusive; nt = no result given.

Values in the order – TLR9-MyD88 block	LRH-1 inv ag	C8 TRAIL sens	EBV LMP1 NFkB	SRC1 inh	NOD2 RIPK2 PPI	SRC3 inh	Vif imaging	TROY NFkB inh	NR2F2 inh	NCOA2 inhibitor
> CC(C)c1ccc(CNc2c([N+](=O)[O-])c(=O)oc3ccccc23)cc1
    -0.5	-3.1	17.4	2.5	-13.5	-8.6	-22.3	-8.6	-5.2	11.8	-4.8
> CN(C)/C=C1\C=C(c2ccccc2)OC1=O
    1.9	-62.9	1.9	-8.1	-22.3	-10.1	-7.8	0.5	1.6	-5.1	-23.4
> O=C(NCCC1CCCCN1S(=O)(=O)c1ccc(Cl)cc1)C(=O)NCc1ccncc1 (centres undefined)
    1.1	10.0	15.9	7.6	1.0	1.9	31.1	0.8	-3.2	-1.2	1.9
> O=C(c1ccccc1)c1ccc2nc(-c3ccc(NC(=O)c4ccccc4Br)cc3)[nH]c2c1
    1.5	-18.3	-18.7	2.6	6.4	-11.3	19.3	9.2	5.5	1.4	11.3
> Brc1ccccc1-c1nnc(SCc2nc3ccccc3s2)o1
    7.6	-58.9	13.2	-46.2	-74.7	-2.4	-60.5	3.6	7.6	-23.6	-51.2
> Cc1noc(C)c1CSCC(=O)OCc1nc2ccccc2c(=O)n1CC#N
    -3.8	-32.7	11.5	0.9	-3.4	-1.3	-6.7	-2.0	-3.3	2.2	-19.6
> Cc1ncc(C[n+]2csc(CCOC(=O)C34CC5CC(CC(C5)C3)C4)c2C)c(N)n1
    -6.0	-3.9	1.4	1.7	-7.3	-4.2	18.6	13.5	12.8	9.7	6.4
> COc1ccc(S(=O)(=O)Nc2ccc(NC(C)=O)cc2)cc1[N+](=O)[O-]
    -8.1	-16.4	-6.7	-6.1	3.2	-6.4	8.5	-5.6	2.6	-1.9	10.7
> O=C(Nc1ccccc1)c1cccc2c(-c3cccnc3)coc12
    nt	-24.4	9.0	nt	-31.6	-0.5	-22.8	-1.3	-43.4	-25.5	-35.1
> CSC1=NSC2=NC(=O)/C(=C\c3ccc(OC(=O)c4ccco4)cc3)C(=N)N12
    -3.0	-50.9	-1.1	-10.0	-43.0	1.7	-25.4	6.4	-0.9	-14.0	-24.1
> COc1ccccc1CN1CC(C(=O)N(C)Cc2nc(C)cs2)CCC1=O (centres undefined)
    9.3	-1.5	-3.6	-5.2	1.2	-19.7	-12.6	-1.9	-23.9	-4.2	-13.8
> COc1ccc(NS(=O)(=O)c2cc(NC(=O)c3cnc(C)cn3)ccc2N2CCCCC2)cc1
    -4.6	16.5	-27.5	-2.7	4.2	-14.7	10.5	1.0	-2.8	8.0	7.7
> CCN(CC)S(=O)(=O)c1ccc(NC(=O)CSc2nnc(-c3cccc(OC)c3)n2C)cc1
    -2.2	-6.5	7.3	-26.5	-5.7	1.6	-5.6	nt	-9.3	-9.9	-0.4
> CCCCN(C(=O)c1oc2ccc(OCC)cc2c1C)c1c(N)n(CC(C)C)c(=O)[nH]c1=O
    3.9	-1.2	-1.8	1.8	-8.6	8.6	8.6	1.9	-0.7	4.1	6.9
> Cc1cccc(CSC2=NCCN2C(=O)C2CC2)c1
    -3.2	1.1	-18.4	-28.4	-1.3	-9.3	11.8	nt	5.8	1.4	17.1

Entries of single compounds, looked up by structure. Screens in order: TLR9-MyD88 block	LRH-1 inv ag	C8 TRAIL sens	EBV LMP1 NFkB	SRC1 inh	NOD2 RIPK2 PPI	SRC3 inh	Vif imaging	TROY NFkB inh	NR2F2 inh	NCOA2 inhibitor
Entry for CCN(CC)S(=O)(=O)c1ccc(NC(=O)CSc2nnc(-c3cccc(OC)c3)n2C)cc1 = -2.2	-6.5	7.3	-26.5	-5.7	1.6	-5.6	nt	-9.3	-9.9	-0.4
Entry for O=C(c1ccccc1)c1ccc2nc(-c3ccc(NC(=O)c4ccccc4Br)cc3)[nH]c2c1 = 1.5	-18.3	-18.7	2.6	6.4	-11.3	19.3	9.2	5.5	1.4	11.3

Next section:
Values in the order – TLR9-MyD88 block	LRH-1 inv ag	C8 TRAIL sens	EBV LMP1 NFkB	SRC1 inh	NOD2 RIPK2 PPI	SRC3 inh	Vif imaging	TROY NFkB inh	NR2F2 inh	NCOA2 inhibitor
> COC(=O)c1ccccc1NC(=O)c1ccc2c(c1)OCCCO2
    -3.7	-55.2	15.6	-4.7	-74.2	-5.3	-7.3	-3.7	-48.4	-15.9	-35.7
> O=C(NCC1CCCO1)c1cc2ccccc2nc1Cl (centres undefined)
    -14.7	-26.7	-4.2	-0.8	-32.7	-1.3	-1.7	21.8	-6.0	-2.1	1.7
> Cc1coc2cc3oc(=O)c(CCC(=O)NCCCN4CCCC4=O)c(C)c3cc12
    7.5	-15.0	-4.2	2.8	-21.5	2.8	-1.8	-7.7	-3.6	-2.0	-1.1
> CC(C)C(=O)Nc1ncc(C(F)(F)F)cc1Cl
    -2.2	8.7	-2.2	16.4	-4.1	-0.2	-3.7	11.6	13.0	2.3	-5.8
> Nc1nc(-c2cccs2)c(CC(=O)O)s1
    1.8	1.2	-1.8	-12.7	-2.1	-5.6	-7.0	-4.7	4.5	4.0	-8.7
> O=C(Nc1ccc2oc(-c3ccncc3)nc2c1)c1ccc([N+](=O)[O-])o1
    7.7	54.9	42.3	-20.7	-6.7	9.1	2.3	?	0.3	-15.4	4.6
> Brc1ccc([C@H]2C=C[C@H]3CCCN4CC[C@H]2[C@@H]3[C@]42CO2)cc1
    nt	22.9	5.5	nt	nt	-12.9	nt	nt	2.6	15.8	20.6
> COc1cccc(C2(O)CCN(C(=O)C3CCC3)CC2)c1
    1.2	5.2	1.6	-2.7	6.8	3.2	-15.5	nt	9.9	8.8	13.3
> CCOC(=O)C1=C(C)NC2=C(C(=O)CC(C)(C)C2)C1c1ccsc1 (centres undefined)
    -3.1	4.3	-36.8	-3.0	8.3	2.4	14.2	13.5	-10.2	-13.8	15.6
> CCOC(=O)N1CCN(C2CCCN(C(=O)c3cccc(Cl)c3)C2)CC1 (centres undefined)
    2.6	1.8	-18.3	4.5	-20.4	-6.2	-0.3	1.7	-11.8	10.3	-6.4
> C[C@H](CO)N1C[C@H](C)[C@@H](CN(C)S(=O)(=O)c2cccs2)Oc2c(NS(=O)(=O)c3ccc(F)cc3)cccc2C1=O
    2.5	-19.5	-7.2	1.6	11.4	-1.6	2.8	nt	0.8	4.5	-10.4
> O=C(COC(=O)C1CC2CCCC(C1)C2=O)NC1CCCCC1 (centres undefined)
    -4.3	7.5	8.5	2.3	-1.5	-1.8	-16.7	11.3	-16.1	-15.0	9.7
> CCN(CC)S(=O)(=O)c1ccc(N/N=C/c2ccc(OC)c(OC)c2OC)nc1
    -6.6	-4.3	-19.0	11.6	0.2	1.8	-21.3	-14.1	14.0	7.5	3.0
> COC(C)c1oc2c(C)c3oc(=O)cc(C)c3cc2c1C (centres undefined)
    5.3	-1.7	23.0	2.8	-22.6	-6.0	-26.9	2.7	-25.4	-25.0	-37.0
> CC1(C)CC(=O)c2sc(NC(=O)Cc3cccs3)nc2C1
    1.9	-20.6	6.9	-1.1	-15.8	13.2	-4.9	-3.5	-43.0	-15.3	-28.5
> Cc1ccc(OC(=S)Nc2ccc(O)cc2)cc1
    6.5	-8.4	13.6	-1.7	-15.7	1.2	-13.4	4.4	11.2	-5.1	-23.3
> COc1cccc2cc(C(=O)N(C)C3CCN(C)CC3)c(=O)oc12
    5.5	-2.6	6.0	10.9	-0.8	-12.4	8.7	21.9	nt	2.2	-19.7
> CCCN1C2=NCCN2c2cc(C)c(C)cc21
    8.0	6.2	-8.6	-5.6	-7.1	-4.6	16.6	-3.3	8.8	-6.7	-21.4
> O=C(Nc1ccccc1)Nc1ccncc1
    -10.5	-20.2	-3.3	-2.7	3.3	-3.0	18.3	2.2	8.1	-9.7	-13.5
> CC(=O)c1cccc(NC(=O)/C=C/c2ccc(S(=O)(=O)N3CCOCC3)cc2)c1
    -8.6	15.4	12.1	-2.0	1.2	4.0	2.7	nt	7.5	4.7	7.8
> CCCN(CCC)CCCNC(=O)c1ccc(CS(=O)(=O)c2c(Cl)cccc2Cl)o1
    -0.2	-2.3	-8.3	-0.1	15.0	0.2	5.9	nt	-11.0	13.8	9.7
> CN(Cc1ccccc1)/C(=N/O)c1cccc(Cl)c1
    1.7	-7.5	-5.8	8.9	6.3	8.2	4.3	-8.6	11.4	15.0	-3.7
> NC(=O)C1CCN(c2ncc(C(F)(F)F)cc2Cl)CC1
    0.0	-1.5	-0.3	8.2	-7.9	4.0	-19.4	-2.4	-14.1	-7.1	4.4
> CCOc1ccc(OCCC(=O)OCC(=O)Nc2cccc(S(=O)(=O)N3CCCCC3)c2)cc1
    0.3	-8.1	12.3	-0.3	-9.1	-4.8	-8.0	-2.1	10.4	-0.1	14.1
> CN(Cc1nc(-c2cnccn2)no1)Cc1n[nH]c2c1CCCC2
    -0.4	-7.1	-0.5	-0.4	17.6	0.0	11.3	-1.1	-16.2	8.5	-10.2
> COc1ccc(CN(CCC(c2ccccc2)c2ccc(OC(C)C)cc2)C(=O)CCl)cc1OC (centres undefined)
    3.8	7.3	96.4*	0.9	-7.0	13.8	0.8	-0.5	16.2	4.5	13.9
> C=CCN(C(=O)c1csnn1)C(C(=O)NC1CCCC1)c1ccccc1F (centres undefined)
    -3.7	8.2	-14.1	-2.8	5.7	0.0	-8.9	18.3	4.1	3.9	-1.2
> O=S(=O)(c1cccs1)N1CCCc2ccccc21
    -1.3	-10.9	-5.8	0.2	3.3	6.6	10.3	0.5	-2.9	-11.4	3.1
> CCOC(=O)C1=C(N)Oc2c(oc(CO)cc2=O)C1c1ccccc1 (centres undefined)
    -4.9	-8.2	28.2	-1.6	0.1	9.6	13.6	-0.5	6.6	17.8	3.8
> O=C(Nc1cccc(C(F)(F)F)c1)c1cccnc1N1CCN(CCO)CC1
    1.4	-19.7	-8.0	3.7	1.8	-4.5	13.7	-8.3	-6.0	2.1	0.8
> Cc1ccc(S(=O)(=O)N2CCOc3ccccc32)c(C)c1NS(C)(=O)=O
    2.8	5.8	2.3	-3.2	-0.7	6.9	22.4	1.7	3.0	-7.1	9.5
> Cc1cc(C)cc(NC(=O)CSc2nnc(CNC(=O)c3cccs3)o2)c1
    2.3	4.7	2.6	-4.4	-16.4	-1.6	0.9	3.4	-13.6	8.0	-29.9
> CSc1ccc(C2=CC(=O)C[C@H](c3ccc(F)cc3)C2)cc1
    -5.9	-22.7	-3.9	-6.5	-10.6	6.9	-1.2	-2.5	10.0	10.7	4.1

These rows are one share of the data. The share of hits here may be higher or lower than overall.
